SRC2 inh = inhibition of GAL4-SRC2 driven luciferase reporter, primary screen, SRC2 inhibitor project, cell-based, luminescence; 370,000 tested, 0.17% active; inhibition, % at 9 µM; Nuclear receptor coactivator 2 (Homo sapiens), Q15596; HEK293 GAL4-SRC2 luciferase reporter;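 active = inhibition above the mean inhibition of all tested compounds plus 3 SD, set per campaign, cut at about 52% in these data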;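 also: 0% = DMSO treated cells and 100% = cells given Gossypol at 36 µM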
TLR9-MyD88 inh = inhibitors of TLR9-MyD88 association in cells, primary screen, cell-based, CHO, BLA complementation, fluorescence; CCF4 FRET ratio; inhibition, % at 4.98 µM; 340,000 tested, 0.21% active;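 active = inhibition above the mean over all tested compounds plus 3 SD, cut at about 21% in these data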;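 also: 0% = DMSO only wells and 100% = clavulanate BLA inhibitor control wells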
Target sequence (Q99836 whole entry, looked up): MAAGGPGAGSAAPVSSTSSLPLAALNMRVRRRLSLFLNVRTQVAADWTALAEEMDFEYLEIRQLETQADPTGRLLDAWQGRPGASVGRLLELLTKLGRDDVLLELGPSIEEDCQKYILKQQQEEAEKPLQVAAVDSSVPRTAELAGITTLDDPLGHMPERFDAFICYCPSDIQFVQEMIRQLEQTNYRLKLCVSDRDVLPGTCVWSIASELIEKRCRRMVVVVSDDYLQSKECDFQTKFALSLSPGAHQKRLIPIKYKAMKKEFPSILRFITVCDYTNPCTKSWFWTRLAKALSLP
Target sequence (Q9NR96 whole entry, looked up): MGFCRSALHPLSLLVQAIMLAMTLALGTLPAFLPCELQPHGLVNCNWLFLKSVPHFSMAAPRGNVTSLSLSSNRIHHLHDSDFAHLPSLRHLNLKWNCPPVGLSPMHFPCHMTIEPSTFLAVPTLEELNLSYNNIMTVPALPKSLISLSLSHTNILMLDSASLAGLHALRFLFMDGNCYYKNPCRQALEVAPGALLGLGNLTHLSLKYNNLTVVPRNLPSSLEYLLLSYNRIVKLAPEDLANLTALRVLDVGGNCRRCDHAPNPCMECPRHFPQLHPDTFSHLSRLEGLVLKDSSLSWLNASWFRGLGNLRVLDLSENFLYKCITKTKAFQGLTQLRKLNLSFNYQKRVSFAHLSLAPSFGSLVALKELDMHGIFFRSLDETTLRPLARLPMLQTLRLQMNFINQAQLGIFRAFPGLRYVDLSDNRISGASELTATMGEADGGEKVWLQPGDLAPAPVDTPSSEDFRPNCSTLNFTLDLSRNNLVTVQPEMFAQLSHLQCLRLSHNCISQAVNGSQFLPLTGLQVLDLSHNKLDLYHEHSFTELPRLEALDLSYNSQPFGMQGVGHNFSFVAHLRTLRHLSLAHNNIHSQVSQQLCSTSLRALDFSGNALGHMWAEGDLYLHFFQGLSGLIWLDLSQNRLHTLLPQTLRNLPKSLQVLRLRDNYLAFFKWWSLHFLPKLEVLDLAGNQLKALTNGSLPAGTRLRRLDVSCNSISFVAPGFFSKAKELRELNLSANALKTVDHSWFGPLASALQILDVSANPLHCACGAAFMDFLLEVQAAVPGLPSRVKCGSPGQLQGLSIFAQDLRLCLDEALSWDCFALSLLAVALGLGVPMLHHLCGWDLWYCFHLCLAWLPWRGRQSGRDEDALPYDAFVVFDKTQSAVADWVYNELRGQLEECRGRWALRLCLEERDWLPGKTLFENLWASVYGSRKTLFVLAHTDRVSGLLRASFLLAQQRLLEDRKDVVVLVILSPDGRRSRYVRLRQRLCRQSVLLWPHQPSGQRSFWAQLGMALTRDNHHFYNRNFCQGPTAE
NCOA1 inh = SRC1 coactivator transcriptional activity inhibitors, primary screen, cell-based, luminescence. inhibition, % at 3.6 µM. HEK293 GAL4-SRC1 luciferase reporter. AID 588354, 2011. Nuclear receptor coactivator 1 (Homo sapiens), Q15788. 360,000 tested, 0.12% active;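 active = inhibition above the campaign mean plus 3 SD, with each screening campaign given its own cutoff, cut at about 60% in these data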;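 also: 0% = DMSO treated cells and 100% = gossypol at 36 µM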
NR2F2 inh = NR2F2 transcriptional activity inhibitors, primary screen, cell-based, luciferase reporter, HEK293T, luminescence. COUP transcription factor 2 (Homo sapiens), P24468. HEK293T NGFI-A luciferase reporter. inhibition, % at 8.6 µM. 370,000 tested, 0.7% active;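 active = inhibition above a per-plate cutoff, mean inhibition of test wells between control levels plus 3 SD, cut at about 38% in these data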;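 also: cells cotransfected with COUP-TFII expression vector driving the NGFI-A reporter; 0% = median of COUP-TF2 test wells and 100% = reporter-only cells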
NCOA3 inh = SRC3 coactivator transcriptional activity inhibitors, primary screen, cell-based, luminescence. Nuclear receptor coactivator 3 (Homo sapiens), Q9Y6Q9. HEK293 GAL4-SRC3 luciferase reporter. inhibition, % at 3.6 µM. 360,000 tested, 0.17% active. AID 588352, 2011;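 active = inhibition above a per-campaign cutoff, the mean of all compounds plus 3 SD, cut at about 60% in these data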;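 also: 0% = DMSO-treated cells and 100% = gossypol-treated cells at 36 µM; higher means less SRC3-driven luciferase light from the GAL4 reporter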
EBV LMP1 NFkB = EBV LMP1-driven NF-kappaB luciferase reporter inhibitors, primary screen, cell-based, luminescence, single point. LMP1-induced NF-kappaB luciferase reporter cells. inhibition, % at 12.5 µM. 350,000 tested, 0.69% active. AID 504558, 2011; in the data active = inhibition above about 41%;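 also: 0% = neutral control wells and 100% = reference inhibitor control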
TROY NFkB inh = inhibitors of TROY-driven NF-kB signaling, primary screen, Q293 LMP1-TROYcd cells, NF-kB luciferase, uHTS. Q293 LMP1-TROYcd NF-kB luciferase reporter, 4 h. inhibition, % at 10 µM. 360,000 tested, 0.98% active;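 active = compounds whose plate-normalised and pattern-corrected inhibition of the luciferase reporter signal at the single screening dose is 50% or more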
LRH-1 inv ag = LRH-1 (NR5A2) inverse agonists, primary screen, cell-based, luminescence, HEK293T, StAR-luciferase reporter | Nuclear receptor subfamily 5 group A member 2 (Homo sapiens), O00482 | LRH-1 transfected, 24 h | inhibition, % at 3.6 µM | 360,000 tested, 0.13% active | AID 602396, 2012;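 active = inhibition above the mean inhibition of all tested compounds plus 3 SD, cut at about 73% in these data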;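 also: 0% = DMSO wells and 100% = reporter-only cells lacking LRH-1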
TRAIL sens C8 = viability loss with TRAIL in NB7+C8 cells, primary screen, TRAIL sensitizer project, cell-based, ATPlite luminescence; 360,000 tested, 1% active; inhibition (viability loss, TRAIL sensitization), % at 10 µM;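 active = compounds causing at least 50% loss of cell viability in the single-dose screen, relative to plate controls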
Vif inh = HIV Vif self-association inhibitors, primary screen, imaging, HEK293T, single point; AID 602346, 2012; inhibition, % at 7.49 µM; HEK293T cells, Vif self-association by quenched fluorescence, 24 h; 340,000 tested, 0.35% active; in the data active = inhibition above about 50%, passing the limit was not always enough; also: some results filed as inactive read as strong as hits
NOD2 RIPK2 PPI = NOD2-RIPK2 binding disruptors in cells, primary screen, fluorescence, CHO cells, BLA complementation | Receptor-interacting serine/threonine-protein kinase 2 (Homo sapiens), O43353 | CCF4 ratio | inhibition, % at 4.98 µM | 360,000 tested, 0.38% active | AID 624267, 2012; in the data active = inhibition above about 21%;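 also: 0% = vehicle only and 100% = reference blocker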
Active calls of the source: *. Not all compounds are listed; count on the stated rates, not on these rows.

`COc1ccccc1Cn1c(=S)[nH]c2cc(C(=O)NCC(OC)OC)ccc2c1=O` gave SRC2 inh -42.7, TLR9-MyD88 inh 5.7, NCOA1 inh 6.6, NR2F2 inh 8.7, NCOA3 inh 3.0, EBV LMP1 NFkB 6.6, TROY NFkB inh 10.5, LRH-1 inv ag -0.7, TRAIL sens C8 14.9, Vif inh -13.2 and NOD2 RIPK2 PPI -0.9.
`Cn1cc(C(=O)N/N=C/c2cccs2)c2ccccc21` gave SRC2 inh -27.2, TLR9-MyD88 inh 2.5, NCOA1 inh -29.1, NR2F2 inh -4.0, NCOA3 inh -29.2, EBV LMP1 NFkB -9.3, TROY NFkB inh -56.2, LRH-1 inv ag -30.0, TRAIL sens C8 2.3, Vif inh -4.0 and NOD2 RIPK2 PPI 6.7.
For COc1ccc(CC2S/C(=N/N=C/c3ccc(O)cc3)NC2=O)cc1 (stereo not drawn) the results were SRC2 inh -13.1, TLR9-MyD88 inh -4.8, NCOA1 inh -63.7, NR2F2 inh -36.8, NCOA3 inh -37.8, EBV LMP1 NFkB -12.4, TROY NFkB inh -28.7, LRH-1 inv ag -42.5, TRAIL sens C8 29.1, Vif inh 6.3 and NOD2 RIPK2 PPI 1.9.
`Fc1ccc(N=c2ssnc2Cl)c(F)c1` gave SRC2 inh -33.2, TLR9-MyD88 inh -9.7, NCOA1 inh -16.4, NR2F2 inh 4.9, NCOA3 inh -3.8, EBV LMP1 NFkB -1.1, TROY NFkB inh -8.9, LRH-1 inv ag -17.8, TRAIL sens C8 0.4, Vif inh -5.1 and NOD2 RIPK2 PPI -6.6.
CCn1nnc2cc(C(=O)N(CCOC)CC(=O)Nc3cccc(C)c3C)ccc21 was read as SRC2 inh 18.1, TLR9-MyD88 inh -2.5, NCOA1 inh 9.5, NR2F2 inh -16.9, NCOA3 inh 3.0, EBV LMP1 NFkB -3.4, TROY NFkB inh -12.8, LRH-1 inv ag -8.9, TRAIL sens C8 -4.5, Vif inh 4.7 and NOD2 RIPK2 PPI 3.1.
For Cc1ccc(/C=C/C(=O)OCC(=O)NCCN2C(=O)CSC2=O)cc1 the results were SRC2 inh 22.4, TLR9-MyD88 inh -2.7, NCOA1 inh -0.1, NR2F2 inh -1.8, NCOA3 inh 8.9, EBV LMP1 NFkB -22.4, TROY NFkB inh -5.4, LRH-1 inv ag -2.2, TRAIL sens C8 5.2, Vif inh 0.1 and NOD2 RIPK2 PPI -6.1.
`CC1(c2ccccc2)NC(=O)N(CC(=O)Nc2ccc(Cl)c(S(=O)(=O)N3CCCCC3)c2)C1=O` (stereo not drawn) gave SRC2 inh 27.4, TLR9-MyD88 inh -3.2, NCOA1 inh 11.6, NR2F2 inh 1.5, NCOA3 inh 19.5, EBV LMP1 NFkB -0.1, TROY NFkB inh 21.9, LRH-1 inv ag -19.4, TRAIL sens C8 -4.7 and NOD2 RIPK2 PPI -8.7.
`O=C(CSCc1ccc(Cl)cc1)Nc1ccc(Br)cc1C(=O)O` gave SRC2 inh -9.7, TLR9-MyD88 inh -2.3, NCOA1 inh -1.4, NR2F2 inh 11.9, NCOA3 inh 7.8, EBV LMP1 NFkB 3.2, TROY NFkB inh 11.5, LRH-1 inv ag 3.5, TRAIL sens C8 -1.1, Vif inh 3.4 and NOD2 RIPK2 PPI -10.7.
For O=C(CCc1nnc2n(Cc3ccc(F)cc3)c(=O)c3ccccc3n12)N1CCN(c2ccccn2)CC1 the results were SRC2 inh 17.9, TLR9-MyD88 inh 4.5, NCOA1 inh -4.5, NR2F2 inh -4.1, NCOA3 inh -12.3, EBV LMP1 NFkB 6.7, TROY NFkB inh 11.5, LRH-1 inv ag -6.9, TRAIL sens C8 25.0, Vif inh 2.1 and NOD2 RIPK2 PPI 5.2.
COC(=O)C1=C(C)N(Cc2ccc(OC)cc2)C(=O)C1 was read as SRC2 inh 8.0, TLR9-MyD88 inh 2.3, NCOA1 inh 1.8, NR2F2 inh -4.8, NCOA3 inh -8.6, EBV LMP1 NFkB -2.8, TROY NFkB inh -3.5, LRH-1 inv ag 8.6, TRAIL sens C8 -8.9, Vif inh -1.6 and NOD2 RIPK2 PPI 0.8.
`O=C(Nc1c2c(nc3c1CCC3)CCCC2)c1ccccn1` gave SRC2 inh 1.7, TLR9-MyD88 inh -0.5, NCOA1 inh 1.2, NR2F2 inh 7.0, NCOA3 inh 2.5, EBV LMP1 NFkB -2.3, TROY NFkB inh 14.3, LRH-1 inv ag 9.0, TRAIL sens C8 11.1, Vif inh 11.6 and NOD2 RIPK2 PPI -2.5.
For CCCn1c(C)nc2c(c1=O)c1nc3ccccc3nc1n2-c1ccccc1 the results were SRC2 inh -56.5, TLR9-MyD88 inh 7.2, NCOA1 inh 16.4, NR2F2 inh 13.2, NCOA3 inh 18.3, EBV LMP1 NFkB -1.8, TROY NFkB inh 11.4, LRH-1 inv ag 8.6, TRAIL sens C8 1.2, Vif inh 11.2 and NOD2 RIPK2 PPI 2.5.
O=C(NCCCn1ccnc1)c1cc(-c2ccccc2)on1 was read as SRC2 inh -224.9, TLR9-MyD88 inh 0.3, NCOA1 inh -133.4, NR2F2 inh 9.4, NCOA3 inh -83.5, EBV LMP1 NFkB 5.3, TROY NFkB inh -64.2, LRH-1 inv ag -13.2, TRAIL sens C8 10.3, Vif inh -12.8 and NOD2 RIPK2 PPI 4.6.
`Cc1cc(NC(=O)CSc2ncnc3ccccc23)no1` gave SRC2 inh 11.8, TLR9-MyD88 inh -1.9, NCOA1 inh 7.2, NR2F2 inh 9.9, NCOA3 inh -3.6, EBV LMP1 NFkB 6.9, TROY NFkB inh 3.6, LRH-1 inv ag 11.5, TRAIL sens C8 -8.1 and NOD2 RIPK2 PPI 1.2.
For COc1ccc(C2=CSC3=NCCN23)cc1Cl the results were SRC2 inh -20.4, TLR9-MyD88 inh 4.8, NCOA1 inh -20.5, NR2F2 inh -4.9, NCOA3 inh -11.7, EBV LMP1 NFkB 0.5, TROY NFkB inh -0.5, LRH-1 inv ag 9.1, TRAIL sens C8 10.0, Vif inh -1.7 and NOD2 RIPK2 PPI 10.8.
For CN(CC(=O)NCCc1ccc(F)cc1)Cc1cccs1 the results were SRC2 inh -6.7, TLR9-MyD88 inh 5.3, NCOA1 inh -19.1, NR2F2 inh -10.9, NCOA3 inh -5.9, EBV LMP1 NFkB -12.9, TROY NFkB inh -16.3, LRH-1 inv ag -23.0, TRAIL sens C8 -3.6, Vif inh -6.2 and NOD2 RIPK2 PPI 2.9.
Cc1ccc(NS(=O)(=O)c2cc(N)ccc2Cl)c(C)c1 was read as SRC2 inh -1.1, TLR9-MyD88 inh -5.5, NCOA1 inh -13.3, NR2F2 inh 1.6, NCOA3 inh 12.3, EBV LMP1 NFkB 5.8, TROY NFkB inh 17.4, LRH-1 inv ag -5.3, TRAIL sens C8 1.7, Vif inh 14.4 and NOD2 RIPK2 PPI -0.3.
Screening CCCCN(CCCC)CC(O)COc1ccc(Br)cc1 (stereo not drawn) returned SRC2 inh -19.8, TLR9-MyD88 inh -8.9, NCOA1 inh 12.7, NR2F2 inh -2.5, NCOA3 inh 11.1, EBV LMP1 NFkB 4.1, TROY NFkB inh -4.0, LRH-1 inv ag -1.4, TRAIL sens C8 -5.8, Vif inh 2.0 and NOD2 RIPK2 PPI 1.5.
`CSCCOC(=O)C1=C(C)NC(=O)CC1c1ccccc1Cl` (stereo not drawn) gave SRC2 inh -25.4, TLR9-MyD88 inh 0.1, NCOA1 inh 7.0, NR2F2 inh -4.0, NCOA3 inh 6.9, EBV LMP1 NFkB 5.6, TROY NFkB inh 5.6, LRH-1 inv ag 14.8, TRAIL sens C8 -10.6, Vif inh -3.1 and NOD2 RIPK2 PPI 3.5.
`COc1ccc(CNc2nnnn2C)c(OC)c1` gave SRC2 inh -1.4, TLR9-MyD88 inh -2.5, NCOA1 inh -6.9, NR2F2 inh 12.1, NCOA3 inh 4.6, EBV LMP1 NFkB -8.9, TROY NFkB inh 7.8, LRH-1 inv ag 6.7, TRAIL sens C8 -14.2, Vif inh -2.1 and NOD2 RIPK2 PPI 10.0.
`Cc1cc(N2CCN(C(=O)Oc3ccc([N+](=O)[O-])cc3)CC2)c2ccccc2n1` gave SRC2 inh 23.9, NR2F2 inh 43.0*, TROY NFkB inh 20.9, LRH-1 inv ag 27.6, TRAIL sens C8 14.4 and NOD2 RIPK2 PPI 6.7.
`CC(O)C(O)C(O)C(O)/C=N/NC(=O)c1ccccc1` (stereo not drawn) gave SRC2 inh -10.3, TLR9-MyD88 inh 2.2, NCOA1 inh -98.8, NR2F2 inh -36.2, NCOA3 inh -46.4, EBV LMP1 NFkB -9.6, TROY NFkB inh -35.0, LRH-1 inv ag -119.8, TRAIL sens C8 -0.5, Vif inh -1.5 and NOD2 RIPK2 PPI -7.4.
Screening C/C(=N/NC(=O)c1ccoc1C)c1cccc(NC(=O)C2CC2)c1 returned SRC2 inh -48.0, TLR9-MyD88 inh 1.3, NCOA1 inh -123.9, NR2F2 inh -34.4, NCOA3 inh -77.6, EBV LMP1 NFkB -7.9, TROY NFkB inh -20.8, LRH-1 inv ag -146.8, TRAIL sens C8 -4.0 and NOD2 RIPK2 PPI 4.4.
CC(C)[Si]1(C(C)C)OCC2OC(n3cnc4c(N)ncnc43)C(N)C2O[Si](C(C)C)(C(C)C)O1 (stereo not drawn) was read as SRC2 inh -8.9, TLR9-MyD88 inh 3.0, NCOA1 inh -3.4, NR2F2 inh 18.4, NCOA3 inh -8.8, EBV LMP1 NFkB 0.3, TROY NFkB inh 4.0, LRH-1 inv ag 1.2, TRAIL sens C8 12.7, Vif inh -5.6 and NOD2 RIPK2 PPI -4.0.
`CCn1nc(C)c(NC(=O)c2ccc(Br)o2)c1C` gave SRC2 inh 3.0, TLR9-MyD88 inh -6.9, NCOA1 inh 3.9, NR2F2 inh 10.7, NCOA3 inh 20.3, EBV LMP1 NFkB 6.9, TROY NFkB inh -24.2, LRH-1 inv ag 17.6, TRAIL sens C8 8.5, Vif inh -0.2 and NOD2 RIPK2 PPI -6.3.

High-throughput results from PubChem.
